NOD2-RIPK2 inh = NOD2-RIPK2 binding disruptors in cells, primary screen, fluorescence, CHO cells, BLA complementation. hit rate 0.38% among 360,000. AID 624267, 2012. CCF4 ratio. inhibition, % at 4.98 µM; in the data active means inhibition above about 21%;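 further: 0% = vehicle only and 100% = reference blocker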
Target sequence (O43353 whole entry, looked up): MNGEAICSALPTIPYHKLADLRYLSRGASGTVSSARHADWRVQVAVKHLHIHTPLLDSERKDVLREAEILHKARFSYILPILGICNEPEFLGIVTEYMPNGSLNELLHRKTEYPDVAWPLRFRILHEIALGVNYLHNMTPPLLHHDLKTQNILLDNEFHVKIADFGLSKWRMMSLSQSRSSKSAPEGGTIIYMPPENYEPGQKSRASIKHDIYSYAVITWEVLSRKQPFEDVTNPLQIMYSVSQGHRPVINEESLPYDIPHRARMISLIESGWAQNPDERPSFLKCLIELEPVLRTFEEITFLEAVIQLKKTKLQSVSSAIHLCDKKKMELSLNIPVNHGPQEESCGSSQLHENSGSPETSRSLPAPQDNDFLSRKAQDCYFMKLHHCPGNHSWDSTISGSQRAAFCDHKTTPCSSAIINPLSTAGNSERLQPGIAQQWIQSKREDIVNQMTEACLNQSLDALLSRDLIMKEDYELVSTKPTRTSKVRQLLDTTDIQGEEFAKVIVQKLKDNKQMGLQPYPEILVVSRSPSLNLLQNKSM
SRC2 inh = inhibition of GAL4-SRC2 driven luciferase reporter, primary screen, SRC2 inhibitor project, cell-based, luminescence; Nuclear receptor coactivator 2 (Homo sapiens), Q15596; HEK293 GAL4-SRC2 luciferase reporter; inhibition, % at 9 µM; hit rate 0.17% among 370,000; AID 651957, 2012;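 active means inhibition above the mean inhibition of all tested compounds plus 3 SD, set per campaign, cut at about 52% in these data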;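 further: 0% = DMSO treated cells and 100% = cells given Gossypol at 36 µM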
MC4R antagonist = MC4R antagonists of cAMP signaling, primary screen, cell-based, TR-FRET, antagonist arm of biased-ligand search; inhibition, % at 6.5 µM; AID 540295, 2011; MC4R-expressing cells, MTII-stimulated cAMP, LANCE TR-FRET; hit rate 0.48% among 360,000; Melanocortin receptor 4 (Homo sapiens), P32245;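 active means inhibition above its plate's cutoff, the mean of tested wells on that plate plus 3 SD, cut at about 29% in these data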;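 further: 0% = Melanotan II alone and 100% = Melanotan II plus saturating MCL0020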
Target sequence (P32245 whole entry, looked up): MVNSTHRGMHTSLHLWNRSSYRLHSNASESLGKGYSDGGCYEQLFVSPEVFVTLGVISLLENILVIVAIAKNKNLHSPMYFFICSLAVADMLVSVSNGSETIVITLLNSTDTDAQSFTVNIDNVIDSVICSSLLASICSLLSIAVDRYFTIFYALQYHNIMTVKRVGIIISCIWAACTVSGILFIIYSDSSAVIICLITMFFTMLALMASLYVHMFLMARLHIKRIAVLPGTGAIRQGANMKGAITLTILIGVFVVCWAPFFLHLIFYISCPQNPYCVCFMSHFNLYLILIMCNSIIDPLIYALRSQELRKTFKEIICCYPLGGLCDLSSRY
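System – human MC4R-expressing U2OS cells · Also added – Melanotan II · Dosing – one concentration, 6.5 µM nominal · Timing – 30-min compound, 1-h challenge, 1-h detection, room temperature · Measured by – Eu-cAMP/anti-cAMP TR-FRET, emission 671 nm · Replicates – singlicate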
N-glyco inh = increase of ERlucT glycosylation luciferase signal, primary screen, N-linked glycosylation inhibitor project, D54 ERlucT cells, luminescence, set 2 | AID 588692, 2011 | hit rate 0.23% among 360,000 | reporter increase, % at 12.5 µM | D54 ERlucT glycosylation luciferase reporter, 24 h; percent of 100 nM tunicamycin response;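 active means mean luciferase reporter signal, scaled so untreated is 0 and the glycosylation-blocking control 100, at or above a set limit in every replicate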;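 further: luciferase carries N-glycosylation sites so blocking glycosylation raises the light; 0% = median of neutral control wells and 100% = median of 100 nM tunicamycin wells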
MC4R ag barr = MC4R agonists recruiting beta-arrestin, primary screen, cell-based, luminescence, agonist arm of biased-ligand search | activation, % at 8.9 µM | hit rate 0.98% among 360,000 | U2OS MC4R beta-arrestin complementation; percent of melanotan II response, DMSO zero | AID 540308, 2011;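 active means activation above a per-plate cutoff, the mean activation of sample wells on that plate plus 3 SD, cut at about 8% in these data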
m5-HT2A agonist = mouse Htr2a agonists via beta-arrestin recruitment, primary screen, cell-based, luminescence. 5-hydroxytryptamine receptor 2A (Mus musculus), P35363. CHO-K1 mHTR2A beta-arrestin complementation; percent of 30 µM serotonin response. activation, % at 7.6 µM. hit rate 0.66% among 360,000. AID 624169, 2012;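 active means activation above a run cutoff, the mean activation of all tested compounds plus 3 SD, cut at about 14% in these data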;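 further: 0% = plate median of compound wells and 100% = 30 µM serotonin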
H9c2 protect = cardioprotection against H2O2-induced cell death, primary screen, uHTS, H9c2 cells, ATPLite luminescence. H9c2 cardiomyocytes, H2O2 injury protection, 2 h. AID 588492, 2011. hit rate 0.63% among 360,000. protection from H2O2 cell death, % at 20 µM;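 active means compounds giving at least 50% protection of heart cells from peroxide-induced death in the single-dose screen, raw or plate-pattern-corrected value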;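 further: 0% = DMSO wells with peroxide and 100% = DMSO wells without peroxide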
TLR9-MyD88 block = inhibitors of TLR9-MyD88 association in cells, primary screen, cell-based, CHO, BLA complementation, fluorescence; Toll-like receptor 9 (Homo sapiens) + Myeloid differentiation primary response protein …; CCF4 FRET ratio; inhibition, % at 4.98 µM; hit rate 0.21% among 340,000; AID 504734, 2011;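 active means inhibition above the mean over all tested compounds plus 3 SD, cut at about 21% in these data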;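 further: 0% = DMSO only wells and 100% = clavulanate BLA inhibitor control wells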
ABCB6 inh 2 = ABCB6 transporter inhibitors, primary screen, K562-ABCB6 cells, flow cytometry, MLPCN library. K562-ABCB6 porphyrin accumulation, 1 h; stronger effect = lower value. hit rate 0.19% among 360,000. AID 602162, 2011. ATP-binding cassette sub-family B member 6 (Homo sapiens), Q9NP58. fluorescence ratio to DMSO, % at 10 µM;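 active means fluorescence ratio to DMSO below 75%, the collection mean minus 3 SD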;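 further: signal is porphyrin accumulated inside mitochondria; 100% equals median channel fluorescence of DMSO control wells; lower ratio means ABCB6 inhibition with less porphyrin fluorescence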
ABHD5-PLIN5 inh = ABHD5-PLIN5 interaction inhibitors, primary screen, cell lysate, split luciferase complementation, luminescence; Perilipin-5 (Homo sapiens) + 1-acylglycerol-3-phosphate O-acyltransferase ABHD5 (Homo …; Split G. princeps luciferase complementation, 4 h; inhibition, % at 4 µM; hit rate 0.78% among 360,000;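 active means inhibition above the mean inhibition across every tested compound plus 3 SD, cut at about 22% in these data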;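 further: 0% = DMSO only wells and the 100% control is not disclosed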
* marks the source's active call; other numbers are inactive results; / = no result given. This is a subset; the hit share may differ from the screen's.

SMILES	NOD2-RIPK2 inh	SRC2 inh	MC4R antagonist	N-glyco inh	MC4R ag barr	m5-HT2A agonist	H9c2 protect	TLR9-MyD88 block	ABCB6 inh 2	ABHD5-PLIN5 inh
CCCCNC(=O)CCn1c(=O)c2ccccc2n(CC(=O)Nc2ccccc2OCC)c1=O	-1	4	2	-1	-2.0	-2	27	-3	97	-2
Cc1ccccc1CN1CCN(C2CCC2)CC1CCO (centres undefined)	-1	-11	14	-1	-0.1	6	5	6	101	-3
CNS(=O)(=O)c1ccc(NC(=S)Nc2ccc3c(c2)OCO3)cc1	2	-4	-3	3	0.3	-4	-6	-2	106	-10
CCCCn1c(N)c(N(CCOC)C(=O)CC(NC(=O)c2ccccc2Cl)c2ccccc2)c(=O)[nH]c1=O (centres undefined)	-1	-1	0	2	-0.2	5	6	-1	102	-4
CC(=O)N(C)c1ccc(NC(=S)NC(=O)/C=C/c2ccco2)cc1	7	-38	3	3	-3.6	-4	2	0	99	6
COCCCn1c(SCCc2ccccc2)nc2cc(OC)c(OC)cc2c1=N	8	16	14	-1	9.4*	-6	12	-3	89	1
Cc1ccc(N2CN(S(=O)(=O)c3cccc([N+](=O)[O-])c3)c3nc4ccccc4nc32)cc1	3	-22	6	2	-0.7	3	1	-5	97	8
CC(=O)C1=C(O)C(=O)N(c2ccc(S(N)(=O)=O)cc2)C1c1cccc([N+](=O)[O-])c1 (centres undefined)	3	-41	9	2	-0.5	3	-5	-9	97	0
COc1ccc(Cl)cc1S(=O)(=O)N1CCCC(C(=O)N2CCOCC2)C1 (centres undefined)	-2	-52	-4	2	1.3	-3	7	-1	104	12
Cc1cc(C(=O)NCC(=O)OCC(=O)N(C)C2CCCCC2)ccc1[N+](=O)[O-]	7	-6	-6	0	-2.4	-3	1	8	104	-1
Cn1nc(C(F)(F)F)c2cc(C(=O)O)sc21	1	-18	18	1	1.1	4	-5	-13	101	-6
CCN(CC)c1ccc([N+](=O)[O-])cc1/C=N/NC(=O)CC#N	9	6	4	0	-1.7	-2	2	-3	92	2
Cc1onc(-c2ccccc2)c1-c1n[nH]c(=S)n1-c1ccc(C(=O)O)cc1	-10	-8	1	0	-2.6	1	-2	6	110	0
CC1=NN(c2ccccc2)C(=O)C1C=Nc1ccccc1O (centres undefined)	3	/	4	-1	-3.1	-7	37	1	95	-6
Cc1ccc(S(=O)(=O)NC(C)(C)CSc2nncn2N)cc1	-7	-2	3	2	1.9	2	2	2	99	2
NCCS(=O)(=O)NC1CCCCC1	-8	-4	9	3	-0.1	-3	4	-10	85	-3
CCOC(=O)c1c(C)cc(O)cc1O	-7	0	-14	2	1.3	4	5	-4	100	-1
CC1(C)CC(=O)C2=C(C1)Nc1ccccc1NC2c1ccccc1F (centres undefined)	0	-4	4	2	-1.0	-2	-2	-10	95	-2
O=C(O)CCCC(=O)Nc1cccc([N+](=O)[O-])c1	3	15	7	2	-4.2	-2	9	6	99	5
O=C1NC[C@@H](CCCCN2C[C@H](Cc3ccccc3)N(CCc3ccccc3)C(=O)C2=O)N(Cc2ccccc2)C1=O	-15	4	/	/	/	5	/	/	101	6
O=C1c2oc3ccccc3c(=O)c2C(c2cccc(O)c2)N1c1ccccn1 (centres undefined)	-6	-8	6	2	-0.3	6	5	7	105	4
CNC(=O)c1c(NC(=O)CS(=O)(=O)c2ccc(F)cc2)sc(C)c1C	-10	19	10	0	-3.5	-4	-12	-4	96	15
O=[N+]([O-])c1ccc(Cl)c(CN2CCCCCC2)c1	-13	-14	4	1	-0.4	-4	3	-6	95	5
O=C(CCc1nnc(Cc2cccc(C(F)(F)F)c2)o1)NC1CC1	3	-17	4	0	-4.0	2	-19	2	96	-5
C=CCc1ccc(OCCOCCN(C)C)c(OC)c1	-8	-21	8	0	-2.0	-2	-4	-3	100	0
(next part)
SMILES	NOD2-RIPK2 inh	SRC2 inh	MC4R antagonist	N-glyco inh	MC4R ag barr	m5-HT2A agonist	H9c2 protect	TLR9-MyD88 block	ABCB6 inh 2	ABHD5-PLIN5 inh
COc1ccc(C2=Nc3ccccc3N(C(=O)c3cccnc3)C2C(=O)NC(C)(C)C)cc1 (centres undefined)	-11	-17	/	/	/	4	/	/	/	0
COCCCNC(=O)CNC(=S)N(Cc1cc(OC)c(OC)c(OC)c1)C1CCCC1	-15	7	4	2	-3.4	-1	8	1	100	-5
Cc1cc(N/C=C\c2nnnn2-c2ccccc2)no1	5	-21	16	-1	-1.2	-1	4	-1	98	-4
CCOC(=O)c1noc(C)c1C(=O)Nc1nc(C)cc(C)n1	3	-13	1	3	-1.6	-1	1	-8	99	-9
CC[C@]12c3[nH]c4ccccc4c3CCN1C(=O)C(CC(=O)NCCc1ccccn1)C[C@@H]2C(=O)N1CCN(C(=O)C2CC2)CC1 (some centres undefined)	-4	-22	6	2	0.6	2	14	9	101	-2
Cc1ccc2[nH]cc(CCNC(=O)c3ccc4c(c3)OCO4)c2c1	8	12	10	2	-0.1	-5	2	3	90	-3
S=c1[nH]ccn1-c1ccccc1Cl	3	-4	0	-2	-1.4	-3	5	-2	96	-3
CN1CCC(CC(C(=O)N2CCCC2)(c2ccccc2)c2ccccc2)C1 (centres undefined)	-2	-2	0	-3	-0.5	-4	-2	-8	99	5
COc1ccc(OCCOC(=O)CNC(=O)c2ccc(F)cc2)cc1	1	-6	8	6	-2.2	1	3	-5	92	0
COC(=O)c1nn(-c2ccc(Cl)cc2)c(=O)cc1Sc1ccccn1	-7	7	10	0	-1.2	3	5	-5	102	5
N/C(=N\OS(=O)(=O)c1ccc(Cl)cc1)c1ccccn1	-1	-37	14	8	-2.8	2	-5	-4	96	0
O=C(CCc1nc2ccccc2s1)OCC(=O)c1ccc[nH]1	6	4	13	0	-1.5	-1	-3	7	104	3
Fc1ccccc1CNC(=S)NCc1ccc(Cl)cc1	-15	-6	-1	-2	-2.2	4	-5	-4	95	-1
Cc1cccc(COCC(Cc2ccccc2)N2CCN(C(=O)c3ccc(Cl)c(Cl)c3)CCC2=O)c1 (centres undefined)	-4	12	7	-2	0.1	1	-2	-10	98	3
COc1cccc(CN2CCC(n3nccc3NC(=O)CCCc3ccccc3)CC2)c1O	-5	-4	3	-3	-1.1	-8	6	-6	94	6
O=c1c2oc3ccccc3c2ncn1Cc1ccc(Cl)cc1	-6	2	4	4	-0.8	11	-8	10	99	-1
COc1ccc2nc3oc(C(=O)N4CCN(c5cccc(C(F)(F)F)c5)CC4)cc3cc2c1	-1	-40	0	0	-1.8	1	-1	-2	91	-9
CN=C(Nc1ccc(C(=O)OC)s1)c1ccccc1	5	-18	19	2	-0.6	1	3	3	97	-1
CC(C)(C)Nc1nc(Cl)nc(NCCN2CCOCC2)n1	-1	-24	13	1	-0.5	1	-3	-2	101	2
O=c1cc(CO)[nH]nc1CO	6	-1	7	2	-2.3	2	-2	-4	98	-13
Cc1ccc(C(=O)NC2CCN(CC(=O)Nc3c(C)cc(C)cc3C)CC2)cc1	-13	-27	8	0	0.2	-7	0	-22	106	-3
CS(=O)(=O)c1ccc2nc(NC(=O)CN3C(=O)C4CC=CCC4C3=O)sc2c1 (centres undefined)	-2	-12	22	-1	-0.9	0	1	13	99	3
O=C(COC(=O)c1cncc(Br)c1)NC1CCCCC1	-6	18	11	1	-3.7	-4	13	-5	94	-3
Cc1ccc2c(c1)C1CN(C)CCC1N2S(=O)(=O)c1cccc(F)c1 (centres undefined)	-3	6	0	-1	-2.1	-13	10	-2	100	5
Cc1cc(C)c(S(=O)(=O)NCC(c2cccnc2)N2CCN(Cc3ccccc3)CC2)c(C)c1 (centres undefined)	-3	28	8	-2	-0.1	1	-1	-3	97	-5
Further results.
SMILES	NOD2-RIPK2 inh	SRC2 inh	MC4R antagonist	N-glyco inh	MC4R ag barr	m5-HT2A agonist	H9c2 protect	TLR9-MyD88 block	ABCB6 inh 2	ABHD5-PLIN5 inh
Oc1ccc(Cl)cc1CNCc1cccc2ccccc12	2	-2	2	1	1.8	-6	-2	-3	99	-9
CC1(C)CN(c2ccsc2C(=O)O)C1=O	-12	-48	-9	1	1.8	1	-7	/	103	6
CCOc1ccc(NC(=O)CN(C)C(=O)Cc2c(C)nc3ccccc3c2C)cc1OCC	-5	4	-6	-1	-3.2	2	2	-3	101	-1
CCCC(=O)Nc1ccc(NC(=O)c2cc3ccccc3o2)c(OC)c1	6	-18	3	3	4.8	2	0	3	92	-2
CCONc1ncnc2nonc12	3	-15	-8	-1	3.1	6	11	-4	93	14
COc1ccc(NC(=S)NC(=O)/C=C/c2ccco2)c(OC)c1	-3	-21	3	0	-1.5	-6	-1	-1	100	4
O=c1[nH]c(=S)[nH]c2c1C(c1ccc(Cl)c(Cl)c1)OC(CCc1ccccc1)C2 (centres undefined)	4	-37	/	/	/	-1	/	/	96	-13
NC(=S)N/N=C1\CC(n2nnnc2-c2ccccc2Cl)C2COC1O2 (centres undefined)	-2	-38	-1	-2	0.1	2	0	-7	86	-4
COc1ccc(CCNC(=S)NC(=O)c2cccc(Cl)c2)cc1OC	2	1	13	2	1.0	0	-6	/	97	-4
O=c1c2cnn(-c3ccccc3)c2nnn1/N=C/c1cccnc1	2	-10	0	-1	-2.3	1	4	1	101	-2
CS(=O)(=O)N(CC(=O)N1CCCC1)c1cccc(F)c1	-5	17	2	1	-0.1	2	-2	-16	101	-1
CCc1ccc(N(CC(=O)Nc2nc3ccc(C)cc3s2)S(=O)(=O)c2c(C)noc2C)cc1	2	-27	9	-5	0.5	2	-7	-1	99	-17
CC(C)CC(C)c1cc(N)nc2nc3ccccc3n12 (centres undefined)	6	8	-4	-3	0.1	-1	2	7	97	7
COC(=O)C(C)(C)ONC(=O)Nc1ccc(Br)cc1	-6	-25	3	0	1.7	-5	-11	-11	101	-2
Clc1ccc(-c2nc3nc4ccccc4nc3n2Cc2ccco2)cc1	15	-48	-1	-2	20*	4	-2	9	83	10
O=S(=O)(NCCN1CCOCC1)c1ccc(-c2ccc(S(=O)(=O)NCCN3CCOCC3)cc2)cc1	-4	20	2	0	-0.7	-3	-7	1	134	-9
CCCNC(=S)NC1CC2CCC(C1)N2Cc1ccccc1 (centres undefined)	2	-13	-5	-1	-0.1	4	-1	-7	95	6
CN(C(=O)c1cccc(NC(=O)Cc2ccc(NC(=O)C3CCN(C(=O)CCc4ccccc4)CC3)cc2)c1)C1CC1	-2	-10	5	0	2.5	-5	-22	-11	101	-10

Screens as filed in PubChem.
